Source: PubChem BioAssay
Rin1-Abl PPI inh: inhibitors of human Rin1-Abl protein interaction. P00519+Q13671. AID 588664. TR-FRET Rin1/Abl binding, biochemical. actives 0.4% (n = 360,000). inhibition, % at 7.35 µM; in the data active = inhibition above about 5%, passing the limit was not always enough
Target sequence (P00519 whole entry, looked up): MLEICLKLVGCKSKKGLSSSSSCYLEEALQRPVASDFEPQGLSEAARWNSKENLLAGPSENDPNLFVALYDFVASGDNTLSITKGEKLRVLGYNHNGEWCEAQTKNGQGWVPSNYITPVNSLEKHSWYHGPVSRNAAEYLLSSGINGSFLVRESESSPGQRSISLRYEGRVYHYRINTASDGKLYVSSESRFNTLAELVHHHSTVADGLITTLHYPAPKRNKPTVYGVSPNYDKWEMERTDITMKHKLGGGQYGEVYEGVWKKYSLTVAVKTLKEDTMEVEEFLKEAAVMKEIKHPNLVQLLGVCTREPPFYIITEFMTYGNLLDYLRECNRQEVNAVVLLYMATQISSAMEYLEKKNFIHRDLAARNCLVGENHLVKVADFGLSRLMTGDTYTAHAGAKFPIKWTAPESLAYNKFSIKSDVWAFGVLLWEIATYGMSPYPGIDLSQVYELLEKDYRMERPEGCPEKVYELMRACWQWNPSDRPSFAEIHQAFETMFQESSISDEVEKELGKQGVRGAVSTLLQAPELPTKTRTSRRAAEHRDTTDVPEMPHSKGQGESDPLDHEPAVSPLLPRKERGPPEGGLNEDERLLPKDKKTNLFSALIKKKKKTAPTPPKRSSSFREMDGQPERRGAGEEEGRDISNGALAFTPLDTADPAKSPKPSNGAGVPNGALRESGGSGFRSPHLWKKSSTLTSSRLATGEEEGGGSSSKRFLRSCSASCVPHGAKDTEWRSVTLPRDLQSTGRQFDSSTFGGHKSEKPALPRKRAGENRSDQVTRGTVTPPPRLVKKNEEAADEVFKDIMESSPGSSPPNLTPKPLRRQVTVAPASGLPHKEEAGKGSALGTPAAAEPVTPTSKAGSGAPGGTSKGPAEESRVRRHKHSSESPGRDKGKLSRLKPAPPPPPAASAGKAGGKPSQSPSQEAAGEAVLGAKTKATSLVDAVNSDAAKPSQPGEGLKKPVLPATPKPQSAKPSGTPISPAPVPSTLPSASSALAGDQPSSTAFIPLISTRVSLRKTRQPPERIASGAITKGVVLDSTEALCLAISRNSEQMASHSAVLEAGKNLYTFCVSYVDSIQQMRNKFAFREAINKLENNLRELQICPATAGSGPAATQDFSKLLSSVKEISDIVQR
Target sequence (Q13671 whole entry, looked up): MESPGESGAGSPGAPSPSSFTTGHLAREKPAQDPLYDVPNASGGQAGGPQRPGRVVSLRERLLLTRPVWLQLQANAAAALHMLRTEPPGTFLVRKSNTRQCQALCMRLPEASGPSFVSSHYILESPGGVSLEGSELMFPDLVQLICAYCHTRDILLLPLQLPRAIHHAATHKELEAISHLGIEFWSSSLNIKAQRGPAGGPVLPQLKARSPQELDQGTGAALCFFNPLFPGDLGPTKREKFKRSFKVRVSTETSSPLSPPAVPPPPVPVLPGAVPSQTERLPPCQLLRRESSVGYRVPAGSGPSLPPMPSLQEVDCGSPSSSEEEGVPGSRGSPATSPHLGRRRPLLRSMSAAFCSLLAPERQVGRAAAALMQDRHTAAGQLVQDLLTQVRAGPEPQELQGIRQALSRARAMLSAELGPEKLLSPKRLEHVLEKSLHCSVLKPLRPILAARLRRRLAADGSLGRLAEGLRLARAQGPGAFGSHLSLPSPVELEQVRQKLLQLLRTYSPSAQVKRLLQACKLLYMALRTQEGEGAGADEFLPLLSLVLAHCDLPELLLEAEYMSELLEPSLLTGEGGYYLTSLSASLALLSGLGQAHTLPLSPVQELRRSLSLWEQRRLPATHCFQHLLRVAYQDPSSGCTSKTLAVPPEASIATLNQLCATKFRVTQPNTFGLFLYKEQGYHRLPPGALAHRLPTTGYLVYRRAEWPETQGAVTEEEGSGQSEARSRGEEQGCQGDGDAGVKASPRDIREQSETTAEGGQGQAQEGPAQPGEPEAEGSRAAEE
FAS TE block: blocks the thioesterase domain of human fatty acid synthase; recombinant FAS-TE, OMFH fluorogenic substrate, fluorescence endpoint; actives 0.67% (n = 360,000); P49327; inhibition, % at 15 µM;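 active = compounds whose normalised, plate-corrected inhibition of enzyme fluorescence in the single-dose primary screen is 50% or more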;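 also: 0% = DMSO with enzyme and 100% = substrate without enzyme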
MsrA act: bovine methionine sulfoxide reductase A activation; AID 602163; actives 0.3% (n = 360,000); purified bovine MsrA, absorbance read-out; activation, % at 10.6 µM; in the data active = activation above about 7.5%;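 also: 0% = vehicle and 100% = reference activator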
Neddylation inh: cullin neddylation inhibition. TR-FRET cullin neddylation, biochemical. AID 651699. P61081+Q13564. actives 0.58% (n = 360,000). calls only at 25 µM; in the data active = inhibition above about 36%
MLLE-PAM2 inh: blocks PAM2 peptide binding to the PABP1 MLLE domain. inhibition, % at 20 µM. GST-MLLE / FITC-PAM2 fluorescence polarization. AID 588489. P11940. actives 0.36% (n = 360,000); in the data active = inhibition above about 35%, passing the limit was not always enough;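 also: plate controls were DMSO wells with GST-MLLE for no effect and wells lacking GST-MLLE protein for full effect; some results filed as inactive read as strong as hits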
MsrA inhibitor: inhibits bovine methionine sulfoxide reductase A; purified bovine MsrA, absorbance read-out; AID 651718; inhibition, % at 15.5 µM; actives 0.75% (n = 360,000); in the data active = inhibition above about 4.5%;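 also: 0% = vehicle wells with enzyme and 100% = reference inhibitor wells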
CSN inh: CSN deneddylation inhibition; Q92905; Purified CSN, SCF-Nedd8-OG deneddylation, fluorescence polarization; inhibition, % at 12.5 µM; actives 0.38% (n = 360,000); AID 651999;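 active = pattern-corrected inhibition above about 35%, with an unprinted fluorescence ratio check between 0.5 and 1.5, limit read from the data, passing the limit was not always enough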;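 also: 0% = enzyme with substrate and 100% = substrate without enzyme; some results filed as inactive read as strong as hits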
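Test system: Human Csn5 produced in HEK293T cells | Compound: 12.5 µM single point | Times: 90 min, room temperature | Signal: Fluorescence polarization readout | Read-out basis: % inhibition of substrate cleavage by Csn5 | Controls: no-enzyme wells high, enzyme-with-substrate wells low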
eLon inh: E. coli protease La inhibition; P0A9M0; actives 0.42% (n = 360,000); inhibition, % at 7.94 µM; purified E. coli Lon protease, fluorescence polarization; in the data active = inhibition above about 13%, passing the limit was not always enough;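 also: 0% = enzyme with probe and DMSO and 100% = no enzyme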
Tb MetRS inh: Trypanosoma brucei MetRS inhibition | purified T. brucei MetRS, ATP depletion, Kinase-Glo luminescence | inhibition, % at 11.9 µM | actives 0.4% (n = 360,000);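 active = inhibition above a per-plate cutoff of the control wells' mean inhibition plus 3 SD, cut at about 5.5% in these data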;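 also: 0% = DMSO wells median and 100% = median of wells with control inhibitor compound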
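Material: T. brucei methionyl-tRNA synthetase, purified; reagent: substrates ATP, L-methionine and bulk Escherichia coli tRNA; dosing: 11.9 µM single point; timing: 15 min plus 2 h at 25 °C; detection: luminescence of leftover ATP; evaluation: % inhibition; control set: DMSO-only wells as low control; replicates: singlicate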
An asterisk follows results filed as active.

How did C/C(CC(=O)Nc1ccccc1)=N\NC(=O)COc1ccc(C)cc1Br do in these assays?
Rin1-Abl PPI inh: 1.4; FAS TE block: -6.1; MsrA act: -1.4; Neddylation inh: inactive; MLLE-PAM2 inh: -5.3; MsrA inhibitor: 2.1; CSN inh: -11.3; eLon inh: 8.1; Tb MetRS inh: -0.4

How did Cc1nc(/N=C\N(C)C)sc1C(=O)Nc1ccccc1 do in these assays?
Rin1-Abl PPI inh: -5.2; FAS TE block: -3.6; MsrA act: -2.9; Neddylation inh: inactive; MLLE-PAM2 inh: 5.0; MsrA inhibitor: 4.2; CSN inh: 6.1; eLon inh: -11.3; Tb MetRS inh: 1.5

What do the screens show for `COc1ccc(S(=O)(=O)N2CCC(C(=O)Nc3ccc(OC)c(OC)c3)CC2)cc1C`?
Rin1-Abl PPI inh: -3.3; FAS TE block: 1.6; MsrA act: -4.3; Neddylation inh: inactive; MLLE-PAM2 inh: 17.1; MsrA inhibitor: 0.8; CSN inh: -2.5; eLon inh: 1.3; Tb MetRS inh: -1.6

What do the screens show for `CC(C)C(=O)Nc1nnc(SCC(=O)NCC2CCCO2)s1` (stereo not drawn)?
Rin1-Abl PPI inh: -1.1; FAS TE block: -0.2; MsrA act: -7.0; Neddylation inh: inactive; MLLE-PAM2 inh: -3.3; MsrA inhibitor: -0.4; CSN inh: 2.6; eLon inh: 8.4; Tb MetRS inh: -1.0

How did CSc1ccc(C(=O)C2CCCN(C(=O)c3cccnc3SC)C2)cc1 (stereo not drawn) do in these assays?
Rin1-Abl PPI inh: -10.2; FAS TE block: -6.3; MsrA act: -4.1; Neddylation inh: inactive; MLLE-PAM2 inh: 1.7; MsrA inhibitor: 1.4; CSN inh: 2.0; eLon inh: 2.3; Tb MetRS inh: -0.8

What do the screens show for `Cc1cc(C(=O)NCc2ccc(C(=O)O)o2)c(C)o1`?
Rin1-Abl PPI inh: -1.9; FAS TE block: -10.4; MsrA act: -0.6; Neddylation inh: inactive; MLLE-PAM2 inh: 6.0; CSN inh: 4.7; eLon inh: -5.8; Tb MetRS inh: -0.2

How did CC(C)C[C@H](NC(=O)N1CC(=O)Nc2ccccc21)C(=O)N1CCC[C@H]1C(=O)O do in these assays?
Rin1-Abl PPI inh: 3.0; FAS TE block: -4.2; MsrA act: -3.5; Neddylation inh: inactive; MLLE-PAM2 inh: -7.8; MsrA inhibitor: 0.5; CSN inh: 0.2; eLon inh: 2.9; Tb MetRS inh: -1.6

How did C[C@H](CO)N1C[C@H](C)[C@@H](CN(C)C(=O)Nc2ccc3c(c2)OCO3)Oc2ccc(NC(=O)CCC(F)(F)F)cc2C1=O do in these assays?
Rin1-Abl PPI inh: 1.8; FAS TE block: -2.7; MsrA act: -2.5; Neddylation inh: inactive; MLLE-PAM2 inh: 1.3; MsrA inhibitor: -1.0; CSN inh: -2.1; eLon inh: 11.8; Tb MetRS inh: -0.2

What do the screens show for `O=S(=O)(c1ccc(NC(=S)N2CCOCC2)cc1)N1CCCCC1`?
Rin1-Abl PPI inh: -5.9; FAS TE block: -4.9; MsrA act: -4.6; Neddylation inh: inactive; MLLE-PAM2 inh: -77.6; MsrA inhibitor: 0.4; CSN inh: 0.5; eLon inh: -10.5; Tb MetRS inh: -0.4

Results for COc1ccc(N2CCN(C(=O)C3CCCN(S(=O)(=O)c4c(C)noc4C)C3)CC2)cc1 (stereo not drawn) ?
Rin1-Abl PPI inh: -3.8; FAS TE block: -5.9; MsrA act: -1.3; Neddylation inh: inactive; MLLE-PAM2 inh: 14.2; MsrA inhibitor: 2.0; CSN inh: 4.6; eLon inh: -8.3; Tb MetRS inh: 0.3

How did CCOC(=O)c1ccccc1NC(=O)CSc1ccc(-c2ccccn2)nn1 do in these assays?
Rin1-Abl PPI inh: -2.9; FAS TE block: 10.9; MsrA act: 0.0; Neddylation inh: inactive; MLLE-PAM2 inh: -5.1; MsrA inhibitor: 2.0; CSN inh: 0.7; eLon inh: 0.4; Tb MetRS inh: -0.4

Results for CC1CC(C)CN(C(=O)c2ccc(S(=O)(=O)N3CCCC3)cc2)C1 (stereo not drawn) ?
Rin1-Abl PPI inh: -0.1; FAS TE block: -1.6; MsrA act: -1.7; Neddylation inh: inactive; MLLE-PAM2 inh: 11.2; MsrA inhibitor: -0.5; CSN inh: -0.8; eLon inh: 8.3; Tb MetRS inh: 0.0

Results for CCOC(=O)c1c(C)n(CC(O)c2ccccc2)c2ccc(O)cc12 (stereo not drawn) ?
Rin1-Abl PPI inh: -0.6; FAS TE block: 3.7; MsrA act: -0.6; Neddylation inh: inactive; MLLE-PAM2 inh: -17.2; MsrA inhibitor: -0.1; CSN inh: -1.4; eLon inh: 9.6; Tb MetRS inh: -0.2

What do the screens show for `Cc1c(N(C)C(=O)COc2ccc3ccccc3c2)c(=O)n(-c2ccccc2)n1C`?
Rin1-Abl PPI inh: 1.4; FAS TE block: -4.7; MsrA act: -4.8; Neddylation inh: inactive; MLLE-PAM2 inh: 17.3; MsrA inhibitor: -0.8; CSN inh: 0.3; eLon inh: 3.8; Tb MetRS inh: -0.6

Results for Cc1ccc(/C=C/C(=O)OC(C)C(=O)Nc2ncc(Cl)cc2Cl)o1 (stereo not drawn) ?
Rin1-Abl PPI inh: -2.4; FAS TE block: -8.0; MsrA act: -4.1; Neddylation inh: inactive; MLLE-PAM2 inh: 16.0; MsrA inhibitor: 4.1; CSN inh: -14.2; eLon inh: 0.5; Tb MetRS inh: 0.5

How did CC(=O)NCCC(=O)Nc1nc(-c2ccc3ccccc3c2)cs1 do in these assays?
Rin1-Abl PPI inh: -4.5; FAS TE block: 0.7; MsrA act: -2.2; Neddylation inh: inactive; MLLE-PAM2 inh: -10.0; MsrA inhibitor: -0.4; CSN inh: 1.8; eLon inh: 4.2; Tb MetRS inh: -0.4

How did O=[N+]([O-])c1ccc2nc(-c3ccccc3)oc2c1 do in these assays?
Rin1-Abl PPI inh: -1.0; FAS TE block: 22.0; MsrA act: -14.8; Neddylation inh: inactive; MLLE-PAM2 inh: 3.4; MsrA inhibitor: 0.5; CSN inh: 1.4; eLon inh: 3.0; Tb MetRS inh: -1.4

Results for Cc1ccc(NC(=S)NCCSc2ccc(Cl)cc2)c(C)c1 ?
Rin1-Abl PPI inh: 0.5; FAS TE block: 12.8; MsrA act: -3.7; Neddylation inh: inactive; MLLE-PAM2 inh: -58.2; MsrA inhibitor: -1.2; CSN inh: -3.5; eLon inh: -10.8; Tb MetRS inh: -0.6

How did Cc1cccc(N2CCN(Cc3ccc(Br)o3)CC2)c1C do in these assays?
Rin1-Abl PPI inh: -1.3; FAS TE block: 11.5; MsrA act: -2.8; Neddylation inh: inactive; MLLE-PAM2 inh: 13.2; MsrA inhibitor: -0.3; CSN inh: 0.8; eLon inh: -11.8; Tb MetRS inh: -0.4

Results for CCOc1ccc(CCNC(=O)c2ccc(CS(=O)Cc3ccc(Cl)cc3)o2)cc1 (stereo not drawn) ?
Rin1-Abl PPI inh: -2.0; FAS TE block: 1.4; MsrA act: -1.1; Neddylation inh: inactive; MLLE-PAM2 inh: -4.0; MsrA inhibitor: -0.1; CSN inh: -1.2; eLon inh: -2.2; Tb MetRS inh: -0.3

What do the screens show for `CCOC(=O)N1CCN(C(=O)COC(=O)Cc2ccc(Cl)cc2)CC1`?
Rin1-Abl PPI inh: 0.5; FAS TE block: -3.0; MsrA act: -2.1; Neddylation inh: inactive; MLLE-PAM2 inh: -19.8; MsrA inhibitor: 0.1; CSN inh: 0.0; eLon inh: 1.8; Tb MetRS inh: 0.7

How did c1ccc(C(c2ccccc2)c2nc(-c3cccnc3)no2)cc1 do in these assays?
Rin1-Abl PPI inh: 1.1; FAS TE block: 17.9; MsrA act: -2.5; Neddylation inh: inactive; MLLE-PAM2 inh: 6.2; MsrA inhibitor: 1.6; CSN inh: 2.5; eLon inh: 0.1; Tb MetRS inh: 0.2

What do the screens show for `COc1ccc(OC)c(NC(=O)COC(=O)COc2c(Cl)cc(Cl)c3ccc(C)nc23)c1`?
Rin1-Abl PPI inh: -0.5; FAS TE block: 5.3; MsrA act: -2.6; Neddylation inh: inactive; MLLE-PAM2 inh: -3.7; MsrA inhibitor: 0.2; CSN inh: 5.7; eLon inh: 1.3; Tb MetRS inh: -0.3

How did CCc1c(C)c(C#N)c2nc3ccccc3n2c1NCc1ccccn1 do in these assays?
Rin1-Abl PPI inh: -2.8; FAS TE block: -2.3; MsrA act: -6.7; MLLE-PAM2 inh: -1.0; MsrA inhibitor: -0.8; CSN inh: 1.9; eLon inh: 0.3; Tb MetRS inh: -0.3

Results for COc1ccc(CSc2nnc(-c3ccncc3)n2N)cc1 ?
Rin1-Abl PPI inh: 0.1; FAS TE block: -9.0; MsrA act: -2.8; Neddylation inh: inactive; MLLE-PAM2 inh: -58.8; MsrA inhibitor: -1.1; CSN inh: -3.7; eLon inh: -8.4; Tb MetRS inh: 0.3

How did COc1c(Cl)ccc(Cl)c1C(=O)NCc1ccco1 do in these assays?
Rin1-Abl PPI inh: -3.8; FAS TE block: -0.5; MsrA act: -2.3; Neddylation inh: inactive; MLLE-PAM2 inh: 6.0; MsrA inhibitor: -1.6; CSN inh: -12.7; eLon inh: 6.9; Tb MetRS inh: -0.5

Results for O=C(c1ccc(Cl)cc1)c1cccc(O)c1 ?
Rin1-Abl PPI inh: 1.2; FAS TE block: -2.0; MsrA act: -1.4; Neddylation inh: inactive; MLLE-PAM2 inh: -7.0; MsrA inhibitor: -0.2; CSN inh: -1.8; eLon inh: 0.7; Tb MetRS inh: -0.4

What do the screens show for `CC(/C=N/NC(=O)CCn1nnc2ccccc21)=C\c1ccccc1`?
Rin1-Abl PPI inh: 1.9; FAS TE block: 1.0; MsrA act: -4.7; Neddylation inh: inactive; MLLE-PAM2 inh: -9.3; MsrA inhibitor: 2.3; CSN inh: 6.8; eLon inh: -2.0; Tb MetRS inh: -0.5

What do the screens show for `CCc1ccccc1NC1=NCC(=O)N1C1CCCCC1`?
Rin1-Abl PPI inh: -2.3; FAS TE block: -6.3; MsrA act: -4.0; Neddylation inh: inactive; MLLE-PAM2 inh: 5.5; MsrA inhibitor: 0.4; CSN inh: -4.2; eLon inh: 5.2; Tb MetRS inh: 0.1

Results for O=C(OC1CCCCC1=O)c1cccc(S(=O)(=O)N2CCCCC2)c1 (stereo not drawn) ?
Rin1-Abl PPI inh: 2.5; FAS TE block: 4.9; MsrA act: -2.7; Neddylation inh: inactive; MLLE-PAM2 inh: -8.8; MsrA inhibitor: 1.1; CSN inh: 4.4; eLon inh: -22.2; Tb MetRS inh: 0.0

What do the screens show for `Cc1ccc(NC(=O)C2(S(=O)(=O)c3ccc(Cl)cc3)CC2)cc1`?
Rin1-Abl PPI inh: -0.5; FAS TE block: 10.0; MsrA act: -2.3; Neddylation inh: inactive; MLLE-PAM2 inh: -11.2; MsrA inhibitor: -0.2; CSN inh: 2.5; eLon inh: 7.1; Tb MetRS inh: -0.2

Results for c1ccc(CNc2c3c(nc4ncnn24)CCCC3)nc1 ?
Rin1-Abl PPI inh: -1.4; FAS TE block: -6.4; MsrA act: -2.4; Neddylation inh: inactive; MLLE-PAM2 inh: -4.8; MsrA inhibitor: 1.5; CSN inh: 4.3; eLon inh: -5.6; Tb MetRS inh: 0.3
